phage Ecoli inh: E. coli growth loss with phage present; growth absorbance; inhibition, % at 11.9 µM; 0.26% of 360,000 active; AID 651602; in the data active = inhibition above about 11%
PKA-R1A act: activators of PKA-R1A complex; PKA-R1A dissociation, Cy5-IP20 fluorescence polarization; scaled: DMSO 0%, 113 µM cGMP 100%; activation, % at 11.4 µM; 0.083% of 340,000 active; AID 504707;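 active = percent activation above the mean of all tested compounds plus 3 SD, cut at about 19% in these data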;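 also: higher means more PKAc released from R1A so a rise in polarization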
MOR-DOR ag: agonists of human mu-delta opioid receptor heterodimerization. P35372+P41143. cells, OPRM1-OPRD1 heterodimerization, luminescence. activation, % at 9.3 µM. 0.3% of 340,000 active. AID 504326; in the data active = activation above about 18%;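 also: 0% = vehicle-treated cells and 100% = reference agonist; values of inactives mirror those of a sister screen read the other way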
Target sequence (P35372 whole entry, looked up): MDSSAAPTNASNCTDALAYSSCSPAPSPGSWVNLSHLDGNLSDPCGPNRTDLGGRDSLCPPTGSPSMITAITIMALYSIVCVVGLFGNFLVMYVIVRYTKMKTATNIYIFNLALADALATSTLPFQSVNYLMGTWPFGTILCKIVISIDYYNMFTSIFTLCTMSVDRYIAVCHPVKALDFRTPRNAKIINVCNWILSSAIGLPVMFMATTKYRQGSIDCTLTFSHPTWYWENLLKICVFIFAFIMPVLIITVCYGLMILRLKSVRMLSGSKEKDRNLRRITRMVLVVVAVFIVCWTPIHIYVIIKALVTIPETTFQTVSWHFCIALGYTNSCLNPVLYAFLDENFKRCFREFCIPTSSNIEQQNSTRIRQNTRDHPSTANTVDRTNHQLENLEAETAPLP
Target sequence (P41143 whole entry, looked up): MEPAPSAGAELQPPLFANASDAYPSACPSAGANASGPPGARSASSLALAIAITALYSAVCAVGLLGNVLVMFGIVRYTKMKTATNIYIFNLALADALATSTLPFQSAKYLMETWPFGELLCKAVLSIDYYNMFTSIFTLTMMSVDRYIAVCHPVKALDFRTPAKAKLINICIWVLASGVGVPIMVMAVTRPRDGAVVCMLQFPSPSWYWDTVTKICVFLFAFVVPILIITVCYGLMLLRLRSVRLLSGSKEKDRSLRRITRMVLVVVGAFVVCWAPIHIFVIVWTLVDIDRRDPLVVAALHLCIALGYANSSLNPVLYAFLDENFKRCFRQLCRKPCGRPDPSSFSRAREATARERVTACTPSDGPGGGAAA
Tat transport: blocks Tat-dependent protein export in E. coli; 0.036% of 340,000 active; E. coli MC4100 TorA-mCherry Tat export, fluorescence; inhibition, % at 10 µM;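 active = mean replicate inhibition at least 50% and at least half of replicates individually reaching 50%; inconclusive = only one of the two criteria met; inactive = neither criterion met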;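 also: exported cargo escapes ClpAP degradation while cytoplasmic cargo is degraded and loses fluorescence; 0% = median of neutral control wells and 100% = median of NaSCN control wells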
Pemphigus Ab inh: blocks pemphigus antibody binding to human desmoglein-3; P32926; AID 588358; 0.48% of 310,000 active; binding (percent of control), % at 10 µM; DSG3-coupled beads, scFv-anti-DSG3-GFP binding, flow cytometry; active compounds read low;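 active = binding more than 3 SD below its plate's average and above zero; inconclusive = below that plate limit but binding exactly zero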;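 also: hits lower antibody fragment binding to DSG3; some compounds called inactive have numbers as strong as hits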
Arrestin-AP2 inh: blocks beta-arrestin peptide binding to AP2 adaptin; FITC-arrestin peptide / GST-AP2 beads, flow cytometry; AP2 beta2 appendage carries R879A mutation; inhibition, % at 10 µM; 0.31% of 340,000 active;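 active = inhibition above a set limit, near 3 SD of compounds lacking own fluorescence, cut at about 54% in these data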;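 also: plate controls were DMSO wells for no effect and 5 µM unlabelled arrestin peptide for full effect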
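System: GST-AP2 R879A glutathione beads; medium: PBS, Tween 20 0.05%, BSA 0.1%; reagent: fluorescein-tagged arrestin peptide at 50 nM final; schedule: pre-incubation 12 min, peptide binding 1 h, room temperature; detection: flow cytometry, FL1 (488/535 nm); read-out: inhibition as reduced fluorescein signal on beads, percent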
PfHsp90 set2: inhibits growth of yeast expressing Plasmodium falciparum Hsp90; S. cerevisiae expressing PfHsp90, BacTiter-Glo ATP, 48 h; yeast lacking PDR1 and PDR3 efflux regulators; inhibition, % at 9.4 µM; 0.32% of 310,000 active;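 active = every replicate shows inhibition above about 80%, whatever the replicate mean, limit read from the data; inconclusive = mean inhibition reaches the set limit but some replicate falls short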;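 also: 0% = DMSO neutral controls and 100% = 20 µM radicicol positive controls; yeast relying on Plasmodium falciparum Hsp90 in place of its own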
Mot1-301 SUMO: blocks SUMOylation pathway, rescuing yeast Mot1-301 growth | S. cerevisiae Mot1-301 growth rescue, ATP luminescence, 38.5C; percent above DMSO median, 100 means doubled | growth rescue, % at 18.8 µM | 1% of 320,000 active | AID 2716;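 active = every valid replicate shows activation above 250% relative to neutral control wells; inactive = the rest, any valid replicate at or below 250%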;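 also: OY570 slx delta 5 strain wells were the positive control but not used for scaling; some compounds called inactive have numbers as strong as hits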
AddAB inh: less growth of phage-infected E. coli with AddAB | E. coli expressing H. pylori AddAB, absorbance growth | inhibition, % at 11.9 µM | 0.29% of 330,000 active; in the data active = inhibition above about 12%;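 also: 0% = vehicle wells of infected cells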
Ecoli viability: bacterial growth inhibition, counter-screen for AddAB inhibitors | E. coli V3065 growth, OD600 absorbance, 18 h | inhibition, % at 11.9 µM | 0.27% of 330,000 active | AID 449728;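 active = inhibition above the campaign's mean inhibition across all tested compounds plus 3 SD, cut at about 9.9% in these data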;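 also: uninfected addAB+ strain grown without phage in ampicillin broth; 0% = DMSO wells and 100% = ciprofloxacin 0.95 µg/ml wells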
MOR-DOR inv ag: inverse agonist of human OPRM1-OPRD1 heterodimerization; inhibition, % at 9.3 µM; AID 504357; 0.21% of 340,000 active; P35372+P41143; cell-based MOR-DOR heterodimer luminescence, inverse agonism; in the data active = inhibition above about 22%, passing the limit was not always enough;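 also: 0% = cells with DMSO and 100% = wells without cells with DMSO; values of inactives mirror those of a sister screen read the other way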
An asterisk follows results filed as active; ? = inconclusive; nt = not tested or not shown.

Compound	phage Ecoli inh	PKA-R1A act	MOR-DOR ag	Tat transport	Pemphigus Ab inh	Arrestin-AP2 inh	PfHsp90 set2	Mot1-301 SUMO	AddAB inh	Ecoli viability	MOR-DOR inv ag
O=C(c1cc(-c2ccc(Br)cc2)on1)N1CCOCC1	1.1	-6	2.0	1	86	7	0	-22	0.8	-2.2	-11
Cc1ccc2[nH]c(C)c(CCNC(=O)NC3CCCCC3)c2c1	-0.1	-7	-0.7	-3	116	2	nt	0	-1.1	1.2	3
O=C(NCc1cccnc1)C1c2ccccc2C(=O)N1C1CCCCCCC1 (centres undefined)	5.4	-9	-0.7	-2	102	20	12	162	-0.5	-0.9	4
Cc1cc(C(=O)O)c(CSc2ncn[nH]2)o1	4.7	-10	-4.0	-2	94	25	8	0	0.2	1.3	21
Cc1cc(C)nc(SCNC(=O)c2ccccc2)n1	2.2	-2	1.1	7	102	6	nt	11	1.4	2.2	-6
COc1ccc(C(=O)N(Cc2ccco2)C(C(=O)NC2CCCC2)c2ccc(O)cc2)cc1OC (centres undefined)	0.6	4	-1.9	5	104	4	nt	-6	-1.9	3.1	10
O=C(NNC(=O)c1ccc(Br)o1)c1ccc(NS(=O)(=O)c2cccs2)cc1	0.4	0	-3.6	4	104	-7	27	nt	nt	nt	14
COc1ccc(CN(CCCN2CCOCC2)C(=O)Nc2cccc(Cl)c2)cc1OC	1.0	-6	-1.3	0	114	3	6	-2	-0.8	-1.4	8
O=C(Nc1ccc(NC(=O)C23CC4CC(CC(C4)C2)C3)cn1)c1ccco1	2.2	-6	-2.7	7	100	-7	3	nt	3.0	0.9	15
O=CN1Cc2[nH]c3ccccc3c2N(c2ccc(Cl)cc2)C1=O	-1.1	-9	-8.8	-2	nt	16	22	7	-0.7	-1.0	44*
CN(CCOCCOc1ccc(Cl)cc1Br)Cc1ccccc1	2.9	0	6.7	-1	102	-23	-16	39	0.8	-0.7	-32
COc1ccc(Cl)cc1NC(=O)CN(C)C(=O)c1cc2c(F)cccc2s1	0.6	-15	2.5	0	nt	-22	2	-5	-1.3	1.2	-10
CN(c1ccccc1)S(=O)(=O)c1ccc(Cl)c(C(=O)NCc2ccco2)c1	2.9	-18	-3.4	-12	123	-1	5	-13	-0.2	-1.1	18
Cc1noc(C)c1C(c1ccccc1)S(=O)(=O)c1ccccc1 (centres undefined)	1.2	-11	-1.0	-1	103	-13	0	63	0.3	-0.7	5
O=c1[nH]cnc2c1oc1ccccc12	4.5	-5	-1.1	-4	111	-4	nt	-17	4.0	3.5	7
COC(=O)c1ccc(NC(=O)CN2CCN(S(=O)(=O)c3cc(Cl)ccc3OC)CC2)cc1	3.2	0	0.0	-5	103	-1	10	-5	3.0	-1.4	0
COc1ccc(NC(=O)N2CCCCCC2)cc1	1.8	1	-2.1	5	nt	43	3	-10	-1.5	-0.8	10
N/C(Cc1cccc2ccccc12)=N\OC(=O)COc1ccccc1	3.4	4	3.2	12	91	7	-5	1	2.5	1.4	-17
C=CS(=O)(=O)c1sc(Cl)c(N2CCOCC2)c1[N+](=O)[O-]	2.7	-9	-2.5	-1	99	33	-138	nt	nt	nt	12
Cc1ccnc(NC(=O)c2ccccc2NC(=O)C(C)(C)C)c1	1.5	0	0.8	6	103	-6	-33	356	0.2	-0.8	-4
Cc1sc2nc(C3CC3)nc(N3CCN(S(=O)(=O)c4ccc(F)cc4)CC3)c2c1C	-0.8	-13	3.7	-6	102	-1	-17	-14	-1.8	0.7	-21
Cn1c(=O)c2c(nc(N3CCOCC3)n2C)n(C)c1=O	1.7	-9	-1.8	-6	92	-7	7	12	5.0	3.5	10
Cc1ccc(NS(=O)(=O)c2ccc3c(c2)NC(=O)CCS3)cc1F	1.4	-7	-2.2	0	nt	12	22	3	1.3	1.6	12
CCCn1c(OC)nc2c1c(=O)n(C)c(=O)n2C	4.3	-1	0.7	-2	103	-3	1	-15	1.8	-0.1	-4
CCOC(=O)CC1C(=O)NCCN1S(=O)(=O)c1ccc(Br)cc1 (centres undefined)	2.3	-4	-1.5	-4	81	-4	1	1	-0.3	-2.5	10
O=C(Cc1ccc([N+](=O)[O-])cc1)NC1CCCCCC1	-1.5	1	-1.4	2	103	-6	5	183	2.2	-0.8	7
CCOc1ccc(NC(=O)NNC(=O)c2cccnc2)cc1	-1.5	3	-1.6	-4	103	22	-3	-1	-0.4	-0.3	9
CCOC(=O)c1sc(NC(=O)COC(=O)c2ccco2)nc1C	2.1	-10	-1.4	-4	100	9	8	10	0.5	-1.3	7
O=P(C1=C(N2CCOCC2)/C(=C\c2ccccc2)CC1)(N1CCOCC1)N1CCOCC1	0.1	3	-2.6	-2	101	7	3	-3	-1.3	-1.4	15
Cc1onc(-c2c(Cl)cccc2Cl)c1-c1nnc(-c2ccc(Cl)cc2)o1	0.7	-16	-0.1	8	92	37	11	13	1.4	3.9	1
CSc1ncccc1C(=O)OCc1ccccc1F	-0.7	1	-0.8	8	95	2	20	11	2.2	2.4	5
COc1ccc(-c2coc3cc(OC)ccc3c2=O)cc1	5.4	7	-0.8	0	nt	26	-10	nt	nt	nt	4
Cc1[nH]nc(-c2ccc(O)cc2O)c1Oc1ccccc1	2.8	-5	1.9	8	98	10	-12	31	4.0	0.6	-11
Brc1ccc(OCc2nc(-c3ccccn3)n[nH]2)cc1	-0.5	2	-2.5	8	nt	18	-25	10	-2.5	1.2	10
Cc1cccc(NC(=O)Cn2cnc3c(oc4ccccc43)c2=O)c1C	3.2	-13	-1.2	-8	95	-17	-2	nt	1.9	-0.9	6
Cc1ccc(C)c(NC(=O)C2(C)CC3c4ccccc4C2c2ccccc23)c1 (centres undefined)	1.3	-17	0.4	3	97	11	-9	10	-0.6	0.3	-2
CCOC(=O)C1=C(C)NC(=O)NC1c1cccnc1 (centres undefined)	1.0	-1	-3.1	6	101	-4	-10	623	5.2	0.2	14
CCO[C@H]1OC(C(=O)N2CCN(Cc3ccccc3)CC2)=C[C@@H](c2ccccc2)[C@@H]1CCCO	1.4	-8	-0.1	-10	104	4	-2	6	0.0	-0.2	0
CCCC1CCC(C(=O)n2nc(N)c3cc4ccc(OC)cc4nc32)CC1 (centres undefined)	4.3	-7	-1.2	14	107	-12	-22	2	-2.0	-1.9	7
O=C1/C(=C\c2ccc(O)cc2)SC(=S)N1c1cccnc1	2.6	-4	-1.7	-2	88	3	-16	16	1.2	0.3	11
Cc1ccc(-c2nc(CSCC(=O)NCCN3CCN(Cc4ccccc4)CC3)c(C)o2)cc1	3.1	-3	1.9	2	94	11	12	-24	0.1	-1.1	-9
Cc1ccoc1C(=O)Nc1ccc(CC(=O)O)cc1	1.5	-8	-0.5	-6	108	7	39	20	0.5	0.6	2
CCCn1c(SCC(=O)Nc2cccnc2Cl)n[nH]c1=O	-0.5	4	-4.1	-5	102	-2	nt	19	2.0	0.2	16
CC(C)C(=O)N=c1sc2cc(F)cc(F)c2n1C	2.4	-3	2.1	3	89	24	-7	-1	2.0	1.8	-12
CC(C)c1ccccc1-n1c(SCC(=O)N2CCN(c3ccccc3)CC2)nnc1-c1cccnc1	2.0	-8	1.5	2	125	-6	-13	-10	-3.5	-1.9	-9
O=C(OC1CCCCC1=O)c1cccc(S(=O)(=O)N2CCCCC2)c1 (centres undefined)	-0.9	-9	0.8	3	95	-6	-17	-1	0.1	0.8	-5
NC(=O)CN(Cc1ccccc1)S(=O)(=O)c1ccc2c(c1)OCCO2	0.1	-2	0.7	-4	109	28	-3	20	-4.2	1.1	-5
Cc1ccc2c(c1)CCCN2C(=O)CCc1nc2ccccc2c(=O)[nH]1	-1.1	-9	0.4	-5	nt	-2	-78	-11	0.9	1.2	-2
O=C(CCSc1nnc(-c2ccccc2)o1)N1CCOCC1	2.1	-1	0.2	2	90	-6	10	2	2.2	0.3	-1
Cc1[nH][nH]c(=O)c1N=Nc1ccc(Br)c(Cl)c1	2.3	-12	-1.1	15	104	-18	2	-2	0.8	2.2	6
O=C(N/C(=C/c1ccccc1)C(=O)N1CCCCC1)c1ccc(Br)o1	2.3	5	2.0	?	103	-7	-1	35	nt	nt	-11
O=C(CCNC(=O)C1CCN(S(=O)(=O)c2ccccc2)CC1)NC1CC1	-0.3	10	-0.4	-4	nt	25	20	-5	2.2	-2.1	2
N#C/C(=N\Nc1ccc(F)cc1)C(=N)N1CCCCCC1	2.9	-9	-1.7	0	102	-8	4	56	0.4	3.2	8
COC(=O)CSc1nc2cc3c(cc2cc1C#N)OCO3	0.6	1	-0.1	1	101	24	7	-18	1.5	-2.3	1
Cc1ccccc1NC(=O)CN1C(=S)NC(C)(C)CC1C (centres undefined)	3.5	-1	0.5	0	110	-4	16	6	2.1	2.8	-3
Nc1nnc(SCC(=O)c2ccc3ccccc3c2)s1	1.1	3	2.0	-7	100	11	-7	-19	2.0	-0.2	-12
CCOc1ccc2[nH]c(=O)c(CN(CCOC)C(=O)N3CCOCC3)cc2c1	2.4	-16	-0.3	-2	105	5	nt	2	-0.2	-1.5	2
COc1ccc(S(=O)(=O)N2CCC(C(=O)N3CCc4ccccc4C3)CC2)cc1C	1.4	-9	-2.1	3	99	7	-8	-8	-1.0	-0.3	11
COC(=O)c1ccc(S(=O)(=O)NCc2cccc(OC)c2)n1C	0.2	-18	-3.0	4	99	-3	-3	-3	3.7	3.9	14
O=C(Oc1ccc2c(c1)OCO2)c1ccc(Br)c(S(=O)(=O)N2CCOCC2)c1	3.3	-2	-2.0	-5	108	1	0	4	-1.3	-1.7	10

New compounds follow:
Compound	phage Ecoli inh	PKA-R1A act	MOR-DOR ag	Tat transport	Pemphigus Ab inh	Arrestin-AP2 inh	PfHsp90 set2	Mot1-301 SUMO	AddAB inh	Ecoli viability	MOR-DOR inv ag
O=C(CC(c1ccccc1O)N1CCCCC1)N1CCCCC1 (centres undefined)	2.8	-9	-1.4	-3	nt	-3	nt	44	3.4	1.2	7
Cc1cc(NC(=O)c2cc(-c3ccccc3)on2)n(-c2ccccc2)n1	1.4	-3	1.0	-6	90	-2	3	0	1.8	0.6	-6
O=C1NC(=Nc2ccccc2)S/C1=C/c1cccnc1	3.2	-6	-2.5	-6	104	-11	15	nt	0.8	-1.9	14
NCC12CC3CC(CC(O)(C3)C1)C2	3.1	5	-1.8	-9	100	4	6	12	-1.5	-0.7	10
